Source: PubChem BioAssay (several laboratories)
CAL PDZ FP-1: CAL PDZ peptide-binding inhibitors, primary screen, biochemical, fluorescence polarization, Cer-tagged CAL PDZ, HTS. Golgi-associated PDZ and coiled-coil motif-containing protein (Homo sapiens), Q9HD26. purified CAL PDZ, TMR-peptide fluorescence polarization, 1 h. inhibition, % at 20 µM. 330,000 compounds, 0.02% hits. AID 504414, 2011;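 active = highest replicate inhibition of at least 40%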;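 note: plate controls were DMSO neutral control wells for no effect and unlabeled competitor peptide control wells for full effect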
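System: tagged CAL PDZ domain. Schedule: 1 h room-temperature incubation prior to read. Signal: fluorescence polarization (mP). Measure: percent inhibition from loss of millipolarization.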
SR-BI DiI-HDL act: activators of SR-BI mediated DiI-HDL uptake, primary screen, ldlA[mSR-BI] CHO cells, DiI fluorescence. 3 h; 100 = double the neutral-control signal. activation, % at 12.5 µM. 320,000 compounds, 0.096% hits. AID 504775, 2011;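 active = mean replicate activation of at least 60% and every replicate at or above 60%; inconclusive = mean or all-replicate condition met, but not both; inactive = mean below 60% and not all replicates reaching 60%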;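 note: 0% = median plate neutral-control signal and 100% = twice that signal; values of inactives mirror those of a sister screen read the other way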
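System: CHO ldlA[mSR-BI] cells / Medium: HEPES-buffered (25 mM, pH 7.4) F12 plus 0.5% BSA / Probe or stimulus: labelled HDL, 10 µg/mL / Doses: single compound concentration, delivered by pin transfer / Schedule: 3 h, 37 °C / Measured by: DiI fluorescence, bottom read / Measure: cell-associated DiI fluorescence as measure of HDL uptake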
LANA DNA inh: inhibitors of KSHV C-LANA binding to DNA, primary screen, biochemical, fluorescence polarization, FAM-LBS DNA, MBP-C-LANA, single point. Kaposi's sarcoma herpesvirus LANA C-terminal domain (residues 932-1162) DNA binding. inhibition, % at 9 µM. 340,000 compounds, 0.078% hits;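 active = highest replicate inhibition at or above 60% at 9 µM, even if other replicates fall short; inactive = all replicates below 60% inhibition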;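 note: 0% = neutral control wells and 100% = 4 µM acridine orange control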
RTF Ca sens act: cardiac RTF calcium sensitivity activators, primary screen, biochemical, IANBD-TnC fluorescence, EC20 calcium; Troponin I, cardiac muscle (Homo sapiens) + Troponin T, cardiac muscle (Homo sapiens) + …; activation, % at 7.2 µM; AID 493008, 2010; 340,000 compounds, 0.24% hits; IANBD-labeled TnC RTF fluorescence at EC20 calcium; 0% EC20 calcium, 100% full calcium;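 active = activation above the mean over all tested compounds plus 3 SD, cut at about 30% in these data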;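 note: rise in fluorescence read as greater calcium sensitivity of cardiac thin filaments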
PKA-R2B act: activators of PKA-R2B holoenzyme, primary screen, biochemical, fluorescence polarization, Cy5-IP20, human. PKA-R2B holoenzyme dissociation; R2B truncated from residue 108, S112A mutant; 0% DMSO only, 100% 113 µM cGMP. activation, % at 11.4 µM. 340,000 compounds, 0.079% hits;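 active = activation above a cutoff set at the mean over all compounds plus 3 SD, cut at about 18% in these data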;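 note: higher means more holoenzyme dissociation and a rise in polarization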
Keap1-Nrf2 PPI: Keap1-Nrf2 protein-protein interaction inhibitors, primary screen, biochemical, fluorescence polarization, single point. Kelch-like ECH-associated protein 1 (Homo sapiens), Q14145. Keap1 Kelch-Nrf2 peptide fluorescence polarization, 1536-well. inhibition, % at 9.4 µM. 340,000 compounds, 0.15% hits; in the data active = inhibition above about 12%; inconclusive = no clear call, values can overlap the other calls; inactive = below about 7.3%;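 note: human Keap1 Kelch domain with fluorescein labeled Nrf2 9mer peptide probe; 0% = neutral control wells and 100% = peptide positive control; higher means more block of Keap1 binding to Nrf2 peptide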
Target sequence (Q14145 whole entry, looked up, the tested form may be a part): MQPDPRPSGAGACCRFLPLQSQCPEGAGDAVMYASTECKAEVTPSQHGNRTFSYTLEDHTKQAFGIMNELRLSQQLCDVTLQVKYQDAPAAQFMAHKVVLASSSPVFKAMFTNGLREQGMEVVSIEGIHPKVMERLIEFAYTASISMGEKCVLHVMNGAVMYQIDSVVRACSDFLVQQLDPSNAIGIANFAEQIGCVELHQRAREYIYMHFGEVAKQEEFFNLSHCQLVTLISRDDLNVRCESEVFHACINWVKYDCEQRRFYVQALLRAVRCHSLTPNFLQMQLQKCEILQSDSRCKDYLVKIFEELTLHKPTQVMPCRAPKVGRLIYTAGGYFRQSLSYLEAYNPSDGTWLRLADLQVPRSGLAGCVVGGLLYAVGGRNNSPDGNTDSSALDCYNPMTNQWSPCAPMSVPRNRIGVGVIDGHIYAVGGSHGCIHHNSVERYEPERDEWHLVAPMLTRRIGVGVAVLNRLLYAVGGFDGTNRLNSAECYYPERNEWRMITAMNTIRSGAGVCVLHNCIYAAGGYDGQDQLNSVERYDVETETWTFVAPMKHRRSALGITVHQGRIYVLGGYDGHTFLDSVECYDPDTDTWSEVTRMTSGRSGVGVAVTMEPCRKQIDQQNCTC
Rtt109 Vps75: inhibitors of C. albicans Rtt109/Vps75 HAT, primary screen, biochemical, ThioGlo CoA-SH fluorescence, plate reader; AID 540336, 2011; purified Rtt109/Vps75, 4 h; 330,000 compounds, 0.16% hits; inhibition, % at 34.9 µM; Histone acetyltransferase RTT109 (Candida albicans (strain SC5314 / ATCC MYA-2876)), …;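 active = inhibition of at least 50% in every replicate; inconclusive = best replicate reaches 50% inhibition but some replicates fall short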
Target sequence (Q5AAJ8 whole entry, looked up): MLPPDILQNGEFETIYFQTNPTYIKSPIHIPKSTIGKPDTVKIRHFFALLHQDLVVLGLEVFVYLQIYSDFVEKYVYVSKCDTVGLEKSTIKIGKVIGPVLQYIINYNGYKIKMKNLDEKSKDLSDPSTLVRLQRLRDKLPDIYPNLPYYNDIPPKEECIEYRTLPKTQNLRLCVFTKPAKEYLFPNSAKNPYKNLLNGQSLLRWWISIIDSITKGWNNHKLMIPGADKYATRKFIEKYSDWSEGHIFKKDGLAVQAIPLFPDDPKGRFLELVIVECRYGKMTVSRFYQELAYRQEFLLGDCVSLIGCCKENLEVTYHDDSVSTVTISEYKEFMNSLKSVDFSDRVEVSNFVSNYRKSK
Cardiac RTF inh: cardiac RTF calcium sensitivity inhibitors, primary screen, biochemical, IANBD-TnC fluorescence, EC70 calcium; Troponin I, cardiac muscle (Homo sapiens) + Troponin T, cardiac muscle (Homo sapiens) + …; IANBD-labeled cardiac RTF, Ca2+ fluorescence; inhibition, % at 7.15 µM; 340,000 compounds, 0.12% hits; AID 493244, 2011;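 active = inhibition above the mean inhibition of all tested compounds plus 3 SD, cut at about 17% in these data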;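 note: assay run at fixed EC70 calcium of 1.6 mM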
DAGLB inh: DAGLB lipase inhibitors, primary screen, biochemical, fluorescence, HTS | AID 504411, 2011 | inhibition, % at 5.17 µM | Diacylglycerol lipase-beta (Homo sapiens), Q8NCG7 | 340,000 compounds, 0.059% hits | HEK293T DAGLB membrane lysate, EnzChek fluorogenic substrate; in the data active = inhibition above about 34%;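 note: 0% = enzyme with vehicle and 100% = wells lacking enzyme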
CAL PDZ FP-2: untagged CAL PDZ binding inhibitors, primary screen, biochemical, fluorescence polarization, HTS; Golgi-associated PDZ and coiled-coil motif-containing protein (Homo sapiens), Q9HD26; purified CAL PDZ, TMR-peptide fluorescence polarization, 1 h; inhibition, % at 24.9 µM; 300,000 compounds, 0.92% hits; AID 602252, 2012;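 active = mean inhibition of at least 30% with at least half of replicates also reaching 30%; inconclusive = no clear call, values can overlap the other calls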;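 note: 0% = DMSO neutral control and 100% = excess unlabeled competitor peptide PRC23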
Starred values were filed as active, the others as inactive; ? = inconclusive; nt = not tested or not shown.

SMILES | CAL PDZ FP-1 | SR-BI DiI-HDL act | LANA DNA inh | RTF Ca sens act | PKA-R2B act | Keap1-Nrf2 PPI | Rtt109 Vps75 | Cardiac RTF inh | DAGLB inh | CAL PDZ FP-2
O=C(CSc1nnc(COc2ccc(Cl)cc2)o1)NC1CCCCC1 | -1.3 | 10 | 1.6 | -3 | 4 | 2 | -6 | -5 | -6 | -2
CCN1C(=O)[C@@H]2[C@@H](c3ccc(SC4CCCCC4)c(OC)c3)N3CCC[C@@]3(C(=O)OC)[C@@H]2C1=O | -1.4 | 3 | -0.2 | 3 | -3 | -6 | 10 | -6 | 1 | 2
CC(=O)c1ccc(C(=O)Nc2nnc(-c3ccc(Cl)cc3)o2)cc1 | -1.3 | 9 | 1.7 | -3 | -6 | -2 | -6 | -4 | 2 | -2
COc1ccc(Br)cc1C1NC(=O)c2c(sc3c2CCN(C)C3)N1 (centres undefined) | -2.0 | nt | 1.1 | -1 | -6 | -2 | -7 | 0 | -3 | -1
O=C(O/N=C/c1cccc([N+](=O)[O-])c1)C1CC1 | -0.3 | 10 | -0.8 | 2 | -13 | -1 | 4 | 8 | 0 | -3
CC1(C)Oc2ccc(C(=O)N3CCOCC3)cc2N(CC(=O)Nc2ccccc2)C1=O | -2.3 | -15 | -0.5 | 0 | -10 | 0 | -4 | -8 | -2 | -4
CCOC(=O)c1cc(S(=O)(=O)NC2CCN(C(=O)OCC)CC2)cn1C | -0.2 | 2 | -1.2 | -7 | -8 | 1 | 4 | -6 | 0 | -3
CCc1nc2ccccc2c(C(=O)O)c1C | 0.0 | -2 | -0.1 | 0 | 7 | 2 | 16 | -5 | 1 | -8
CN(C(=O)c1ccc(NC(=O)Cc2ccc(NC(=O)C3CCN(C(=O)C4CCC4)CC3)cc2)cc1)C1CC1 | -1.1 | -9 | 0.3 | -6 | -6 | -4 | 11 | -9 | 0 | 1
COCCCNC(=O)c1cn(-c2cccc(OC)c2)c(=O)c2ccccc12 | 0.5 | 1 | 1.3 | 2 | 3 | -5 | 3 | -8 | 1 | -2
CNc1ccc(C(=O)OCC(=O)NC(=O)NC2CCCC2)cc1[N+](=O)[O-] | -0.1 | 28 | -0.6 | 1 | -4 | 4 | 6 | 2 | 4 | -5
O=C(CSc1cccc[n+]1[O-])c1cccs1 | 0.7 | 29 | 2.7 | 0 | 1 | 3 | 1 | -5 | 1 | -1
CCCCC(=O)Nc1cccc(NC(=O)c2cccc([N+](=O)[O-])c2)c1 | -2.6 | -39 | 0.2 | -4 | -6 | -2 | -3 | 3 | 3 | -9
O=C(Nc1cc(S(=O)(=O)Nc2ccc(Cl)cc2)ccc1O)c1ccc(F)cc1F | -0.7 | 1 | -3.5 | -7 | -14 | 1 | 9 | 1 | 10 | -2
Cc1sc2ncn(CC(=O)N3CCCCC3)c(=O)c2c1S(=O)(=O)N1CCC(C)CC1 | -1.6 | -16 | 0.1 | -2 | -9 | -3 | -7 | -28 | 2 | -5
CCN1/C(=C/c2ccc3ccccc3[n+]2CCCS(=O)(=O)[O-])C=Cc2cc(C)ccc21 | 1.0 | -4 | -4.6 | -6 | -6 | -2 | -5 | -4 | -4 | 2
Cc1ccc(NC(=S)N(CCN2CCCCC2)Cc2ccco2)cc1C | -2.1 | 5 | 0.2 | 5 | -4 | -3 | 10 | 13 | -3 | 12
CN(C)S(=O)(=O)N(CC(=O)N(Cc1ccccc1)Cc1ccccc1)c1ccccc1 | -2.4 | -12 | 2.2 | 5 | -7 | -3 | -1 | -10 | -3 | nt
CCCCN(Cc1ccccc1)C(=O)C1CCN(Cc2sccc2C)CC1 | -1.6 | -21 | -0.2 | 5 | 8 | -1 | 12 | -9 | -5 | 0
Clc1ccc2c(c1)nc1n2CCCC1 | -2.5 | nt | 2.3 | 0 | -1 | -5 | 1 | -1 | -1 | -1
O=C(O)c1ccc(NC(CSCc2ccc(F)cc2)C(=O)O)c([N+](=O)[O-])c1 (centres undefined) | -0.8 | 10 | 0.3 | 11 | 1 | -4 | 14 | -4 | 6 | -5
O=C(Nc1nc2ccccc2s1)C1CCN(C(=O)c2ccco2)CC1 | -2.5 | nt | -1.8 | -3 | -5 | -1 | 1 | -8 | 3 | -1
Nc1nc2c(s1)CCc1ccccc1-2 | -0.6 | -2 | -0.6 | 0 | -3 | -5 | -10 | -4 | 2 | -4
COc1cc(C(=S)N2CCCC2)ccc1O | -1.4 | 5 | -1.3 | 4 | -2 | -7 | 4 | -8 | -2 | nt
O=C(Nc1nc2ccc(S(=O)(=O)N3CCCC3)cc2s1)c1ccccn1 | -3.2 | -9 | 1.4 | -2 | -12 | -2 | 4 | 5 | 1 | -6
Next records follow:
SMILES | CAL PDZ FP-1 | SR-BI DiI-HDL act | LANA DNA inh | RTF Ca sens act | PKA-R2B act | Keap1-Nrf2 PPI | Rtt109 Vps75 | Cardiac RTF inh | DAGLB inh | CAL PDZ FP-2
CCC1=C(OC(=O)N(CC)CC)N2C(=O)OC(=NCC3CC3)[C@]2(C)[C@H]2C1=CC[C@H]1C(=O)NC(=O)[C@H]12 | 0.3 | -9 | -1.3 | 1 | 4 | -1 | 21 | -2 | -3 | -1
CCOc1ccc(S(=O)(=O)N2CCOCC2)cc1NC(=O)CSC(=S)N1CCCC1 | -0.8 | 13 | -1.0 | -2 | -9 | -1 | 11 | 7 | -3 | nt
O=[N+]([O-])c1ccc(S(=O)(=O)N2CCN(Cc3ccco3)CC2)cc1 | -2.4 | 2 | 0.5 | 2 | 3 | 0 | -6 | 6 | -4 | -2
O=C(NCCCN1CCOCC1)c1cn(-c2ccccc2)nc1-c1ccc(Br)cc1 | -1.0 | -13 | 0.4 | 4 | 11 | -3 | 2 | -7 | 1 | -1
O=c1[nH]c2cc([N+](=O)[O-])ccc2c2ccccc12 | -0.7 | -5 | -0.2 | 3 | 8 | 1 | -9 | -5 | 6 | -3
Cn1nc(C(=O)N2CCN(c3ccc(F)cc3)CC2)c2c1-c1ccccc1S(=O)(=O)C2 | -0.4 | -4 | -0.8 | -5 | 2 | -3 | -3 | -7 | 2 | 6
Cc1ccc(S(=O)(=O)NCCc2nnc3ccc(SCC(=O)Nc4nc(C)cs4)nn23)cc1 | -2.6 | -7 | 0.5 | 8 | 0 | -1 | ? | 5 | 0 | -3
CCCCN(CCCC)C(=O)CCS(=O)(=O)c1ccc2c(c1)n(C)c(=O)c(=O)n2C | -0.7 | -22 | 1.2 | -1 | -13 | -4 | -12 | 6 | -1 | -2
CN(C(=O)COC(=O)CCCN1C(=O)c2cccc3cccc(c23)C1=O)C1CCS(=O)(=O)C1 (centres undefined) | -3.4 | 21 | -0.4 | 5 | -11 | 8 | 3 | -1 | 0 | 0
c1ccc(N2CCN(c3ccccc3)C2c2ccncc2)cc1 | -2.0 | -11 | 1.6 | 1 | -5 | -1 | -3 | 0 | 2 | -1
CN(C)/C=C(/C(=O)c1ccc(Cl)c(Cl)c1)c1nnnn1-c1ccccc1 | -0.9 | -1 | 1.1 | -3 | 4 | -5 | -3 | -3 | 0 | -12
CC(=O)Nc1ccc(S(=O)(=O)N2CN(c3ccc(C)cc3)c3nc4ccccc4nc32)cc1 | -3.6 | -11 | -0.8 | -1 | 10 | 3 | -1 | 6 | -2 | -2
O=C(O)C1(c2ccccc2)CCN(S(=O)(=O)c2ccc(F)c(F)c2)CC1 | 0.0 | 15 | 0.5 | 3 | -17 | 3 | -5 | -3 | 3 | 0
CCCCOC(=O)C(C)Oc1ccc(=O)n(-c2ccccc2)n1 (centres undefined) | -0.6 | -5 | 0.8 | 2 | 0 | 0 | 0 | -3 | 0 | 1
Cc1ccc(C)c(N=Cc2ccc(-c3ccc([N+](=O)[O-])cc3)o2)c1 | 0.8 | -10 | 0.6 | 0 | -7 | -2 | 9 | -16 | 4 | -1
CCCCNC(=O)c1cc2n(n1)C(C(F)(F)F)CC(c1ccccc1)N2 (centres undefined) | 0.6 | -11 | 0.8 | -5 | -4 | 0 | 2 | -10 | -5 | nt
Cc1nc2ccccn2c1C(=O)N/N=C/c1ccccc1 | -1.6 | 11 | -0.4 | 4 | -3 | -3 | 18 | -8 | 1 | 11
Cc1cc(C)c(S(=O)(=O)Nc2ccc(N3CCOCC3)cc2)c(C)c1 | -2.4 | 10 | -2.5 | 4 | -3 | -6 | -6 | -5 | 2 | -2
COc1ccc(C2NC(=O)C(C#N)=C(S)N2c2ccc(C)cc2)cc1OC (centres undefined) | 0.7 | 0 | 2.0 | 0 | -7 | 1 | 24 | 2 | 1 | -3
CCN(CC(=O)Nc1ccc(S(=O)(=O)N2CCCC2)cc1)CC(=O)Nc1ccccc1C(F)(F)F | -3.8 | 10 | -1.3 | 4 | 0 | -1 | 16 | -2 | 0 | nt
COc1cccc(C(=O)NCC2(c3ccc(OC)c(OC)c3)CCCC2)c1 | 0.9 | -7 | -1.9 | -10 | -2 | 1 | -1 | 2 | 0 | -2
ClCCN1C2=NCCCN2c2ccccc21 | 2.0 | 20 | 0.6 | 1 | 2 | 5 | -13 | 2 | 0 | -4
CC[C@H](C)[C@H](NS(=O)(=O)c1ccc(C)cc1)C(=O)N1CCC(C(=O)N[C@@H](C)C(=O)O)CC1 | -2.7 | 27 | -0.8 | 7 | 0 | -1 | 24 | 2 | 0 | -2
Cc1csc(NC(=O)c2ccc(=O)[nH]c2)n1 | -1.5 | 5 | 0.5 | -2 | 1 | -4 | -9 | -7 | 2 | -4
Cc1cc(C)cc(N(C(=O)C(F)(F)F)C(C(=O)NC2CCCCC2)c2cccs2)c1 (centres undefined) | 0.0 | 0 | 0.7 | -1 | -3 | -2 | 1 | 3 | -6 | 1
